Compound activity (PubChem BioAssay)
Dyrk1A ADPGlo – blocks rat Dyrk1A kinase activity; Q63470; ADP-Glo luminescence, NFATc1 peptide; inhibition, % at 12.5 µM; 310,000 compounds, 0.43% hits; AID 504441; in the data active means inhibition above about 50%;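 further: plate controls were vehicle with enzyme for no effect and no enzyme for full effect; many of its hits are not listed in these tables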
KCNQ1 pot – potentiates or activates the human KCNQ1 potassium channel; CHO-K1 KCNQ1, thallium flux FluxOR fluorescence; active compounds read high; B-score at 10 µM; 310,000 compounds, 0.35% hits; P51787;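 active means fluorescence ratio B-score, a plate-corrected score, at least three library SD, with initial intensity B-score within 5 SD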
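Doses: Single concentration per compound, DMSO matched to controls | Test system: KCNQ1-transfected CHO-K1 cells | Timing: 90 min dye loading and 20 min compound exposure, both at room temperature | Measured by: Kinetic FluxOR thallium fluorescence, 10-s 1-Hz baseline, 110-s post-stimulus read | Medium: Assay buffer with matched DMSO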
Platelet DG rel – platelet dense granule release activity; AID 1663; inhibition, %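 (compounds screened at 7.5 µM in platelet-rich plasma)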; 300,000 compounds, 0.22% hits; human platelet-rich plasma, SFLLRN dense granule ATP release, luminescence;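 active means mean replicate score, as percent of positive control, at or above 50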
hERG protect – compounds protecting human hERG from proarrhythmic drug block | Q12809 | CHO-hERG, FluxOR thallium flux, dofetilide IC70 present | activation (rescue from dofetilide block), less the hit threshold, % at 10 µM | 310,000 compounds, 0.51% hits | AID 1511;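 active means activation above the mean of controls blocked by dofetilide plus 5 SD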;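 further: thallium influx through hERG after potassium depolarization seen as dye fluorescence rise; in these data hits start at about 4.7%; inactives centre near -7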
TRPC4 act – opens the mouse TRPC4 cation channel | Q9QUQ5 | HEK293 TRPC4beta/mu-opioid, Fluo4 calcium fluorescence; active compounds read high | B-score at 10 µM | 310,000 compounds, 0.49% hits | AID 2237;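 active means B-score above 5 SD of library B-scores, and initial fluorescence ratio not above library mean plus 5 SD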;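 further: positive B-score marks a calcium rise read as TRPC4 activation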
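Assay system: HEK293 stable line with TRPC4beta plus mu-opioid receptor; schedule: 45 min room-temperature Fluo4 loading, 110 s read; technique: kinetic Fluo4 calcium fluorescence; evaluation: integrated baseline-normalised fluorescence ratio, converted to per-well B score; controls: buffer (low) and maximal DAMGO (high)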
PolyA inh – blocks polyadenylation in yeast reporter cells. S. cerevisiae SKY197-pL101 polyadenylation reporter, beta-gal luminescence; efflux-impaired pdr1/pdr3 knockout yeast; score 100 = 6 SD above DMSO. calls only at 12 µM. 300,000 compounds, 0.02% hits;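 active means lowest replicate activity score at least 50, where 100 means six control SD above control mean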;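 further: yeast exposed to compound for 9 h at 30 °C; higher score means more reporter readthrough which indicates perturbed polyadenylation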
KCNK9 block – inhibitors of human KCNK9 two-pore domain potassium channel | HEK293 KCNK9, FluxOR thallium flux fluorescence; active compounds read low | B-score at 10 µM | AID 488922 | Q9NPC2 | 310,000 compounds, 1.2% hits;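 active means ratio B-score over 3 SD below the library mean, with starting fluorescence within 5 SD of its mean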;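 further: negative B-score means less thallium flux so channel inhibition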
Target sequence (Q9NPC2 whole entry, looked up, the tested form may be a part): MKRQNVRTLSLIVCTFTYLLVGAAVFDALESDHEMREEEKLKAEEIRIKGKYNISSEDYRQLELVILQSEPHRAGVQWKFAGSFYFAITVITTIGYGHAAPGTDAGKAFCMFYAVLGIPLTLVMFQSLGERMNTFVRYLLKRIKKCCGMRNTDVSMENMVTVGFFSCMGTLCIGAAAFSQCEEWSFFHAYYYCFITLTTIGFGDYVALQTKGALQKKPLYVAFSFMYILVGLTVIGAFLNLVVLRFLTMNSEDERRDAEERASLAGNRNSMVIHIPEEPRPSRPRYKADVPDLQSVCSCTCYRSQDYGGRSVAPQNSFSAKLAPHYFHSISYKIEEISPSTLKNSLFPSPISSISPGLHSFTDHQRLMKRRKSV
KCNK3 inh – human KCNK3 channel inhibition, primary screen; O14649; CHO-KCNK3 thallium flux, FluxOR fluorescence; active compounds read low; B-score at 10 µM; 340,000 compounds, 0.84% hits;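 active means B-score under library mean minus 4 SD, starting fluorescence ratio at most library mean plus 5 SD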;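 further: more negative B-score means stronger inhibition of thallium flux through KCNK3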
Target sequence (O14649 whole entry, looked up): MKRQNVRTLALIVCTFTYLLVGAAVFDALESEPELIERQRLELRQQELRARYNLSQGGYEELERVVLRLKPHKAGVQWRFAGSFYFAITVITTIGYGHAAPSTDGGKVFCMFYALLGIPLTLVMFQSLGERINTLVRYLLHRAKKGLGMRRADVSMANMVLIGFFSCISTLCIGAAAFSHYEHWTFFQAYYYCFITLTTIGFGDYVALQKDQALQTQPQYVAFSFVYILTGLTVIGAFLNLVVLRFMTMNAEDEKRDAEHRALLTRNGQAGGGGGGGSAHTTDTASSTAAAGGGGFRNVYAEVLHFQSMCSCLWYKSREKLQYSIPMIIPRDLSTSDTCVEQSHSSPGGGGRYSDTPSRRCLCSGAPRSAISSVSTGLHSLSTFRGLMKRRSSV
TRPC4 PAM – allosteric potentiators of mouse TRPC4 channel; Q9QUQ5; HEK293 TRPC4beta/mu-opioid, DAMGO EC20, Fluo-4 Ca2+ flux; active compounds read high; B-score at 10 µM; 310,000 compounds, 0.42% hits;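 active means B-score of calcium response area above 5 SD of library B-scores, with initial fluorescence ratio within 5 SD of library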;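 further: B-score of integrated fluorescence ratio over time as area under calcium response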
KCNQ1 inh – inhibitors of human KCNQ1 potassium channel | 310,000 compounds, 1.3% hits | CHO-K1 KCNQ1, FluxOR thallium flux fluorescence; active compounds read high | P51787 | B-score at 10 µM;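 active means compounds whose thallium flux B-score, printed positive for inhibition, exceeds three library SD while starting fluorescence stays within three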;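 further: channel opened by potassium depolarization with thallium stimulus after 20 min compound exposure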
TRPC4 block – blocks the mouse TRPC4 cation channel; HEK293 TRPC4beta/mu-opioid, DAMGO-evoked Fluo4 calcium flux; active compounds read low; B-score at 10 µM; 300,000 compounds, 0.39% hits;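 active means B-score over 3 SD under the library average, no early fluorescence shift, positive overall ratio signal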
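Assay system: TRPC4beta/mu-opioid receptor HEK293 cell line; compound dosing: single concentration per test compound; detection: Fluo4 Ca2+ flux fluorescence; evaluation: per-well B score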
* marks the source's active call; other numbers are inactive results; i = inactive; / = not tested or not shown. Some of the compounds tested; the hit share may differ from the screen's.

| mol | Dyrk1A ADPGlo | KCNQ1 pot | Platelet DG rel | hERG protect | TRPC4 act | PolyA inh | KCNK9 block | KCNK3 inh | TRPC4 PAM | KCNQ1 inh | TRPC4 block |
| --- | --- | --- | --- | --- | --- | --- | --- | --- | --- | --- | --- |
| CCOc1ccc(Cl)cc1C(c1c(C)[nH][nH]c1=O)c1c(C)[nH][nH]c1=O | 7 | i | 1 | -7 | i | i | i | i | i | i | i |
| CN(CC(=O)Nc1ccccc1Cl)C(=O)CSc1ncc(C(F)(F)F)cc1Cl | 4 | i | 13 | -13 | i | i | i | i | i | i | i |
| COc1cccc(Nc2nc(CC(C)=O)ns2)c1 | 13 | i | 2 | -6 | i | i | i | i | i | i | i |
| Cc1nc([N+](=O)[O-])c(C(=O)O)n1C | -6 | i | -10 | -10 | i | i | i | i | i | i | i |
| CS(=O)(=O)N1CCCC(C(=O)Nc2cccc(F)c2)C1 (centres undefined) | -6 | i | 7 | -8 | i | i | i | i | i | i | i |
| CCn1c(=O)c2cc(C(=O)NCCN(C)C)sc2c2ccccc21 | 0 | i | -6 | -9 | i | i | i | i | i | i | i |
| COc1ccc(C(=O)/C=C/Nc2ccc(S(=O)(=O)Nc3ncccn3)cc2)cc1 | / | i | -7 | -4 | i | i | i | / | i | i | i |
| CCOC(=O)C1=C(C)NC(=O)NC1c1ccoc1 (centres undefined) | 11 | i | -6 | -8 | i | i | i | i | i | i | i |
| CC(=O)Nc1c(-c2ccccc2)nc2cc(C)ccn12 | 3 | i | 3 | -9 | i | / | i | i | i | i | i |
| CCc1cc(CNC(=O)CCc2nnc(Cc3cccc(C)c3)o2)on1 | -3 | i | 1 | -6 | i | i | i | i | i | i | i |
| O=C(O)CCC1=C2c3ccccc3CCN2C(=O)CC1 | 6 | i | 5 | -11 | i | i | i | i | i | i | i |
| COc1ccccc1/C=C/CN1CCCC(CO)(CCc2ccccc2)C1 (centres undefined) | -1 | i | -9 | -12 | i | i | i | i | i | i | i |
| Cc1ccc(O)c(C(=O)CC(=O)c2cccc(F)c2)c1 | -12 | 27* | 4 | -1 | i | i | i | i | i | i | i |
| CCn1c(CCCCc2n[nH]c(=S)n2CC)n[nH]c1=S | 1 | i | 2 | -13 | i | i | i | i | i | i | i |
| CC(C)C[C@H](NC(=O)C1(c2ccccc2)CCN(C(=O)[C@H]2CSCN2C(=O)OC(C)(C)C)CC1)C(=O)O | 2 | i | 8 | -3 | i | i | i | i | i | i | i |
| CCN(C(=O)COC(=O)c1ccc(Cl)c(N)c1)C1CCS(=O)(=O)C1 (centres undefined) | 0 | i | 5 | -15 | i | i | i | i | i | i | i |
| CCCCOc1ccccc1C1C(C(=O)OC)=CN(CC)C=C1C(=O)OC | -9 | i | 51* | -10 | i | i | i | i | i | i | i |
| O=C(Nc1cccc(C(=O)N2CCCCC2)c1)c1ccccc1Br | -6 | i | 39 | -6 | i | i | i | i | i | i | i |
| CC(C)(Oc1ccc(CCNC(=O)c2ccc(-c3ccc(Cl)cc3)o2)cc1)C(=O)O | 8 | i | 14 | -6 | i | i | i | i | i | i | i |
| O=C(Nc1nnc(-c2ccc3c(c2)OCCO3)o1)C1CCCCC1 | 5 | i | 13 | -17 | i | i | i | i | i | i | i |
| Nc1ccc2c(c1)C(=O)Cc1ccccc1S2 | -12 | i | -17 | -5 | i | i | i | i | i | i | i |
| COC(=O)C1=C(C(=O)OC)[C@@H]2Nc3ccccc3[C@@]23C[C@@H](C(=O)OC)N(C(=O)NC2CCCCC2)C3=N1 | / | i | -1 | -12 | i | i | i | / | i | i | i |
| COc1ccc(C(=O)CCC(=O)N2CCN(c3ccc(N4CCOCC4)nn3)CC2)cc1 | -4 | i | 7 | -5 | i | i | i | i | i | i | i |
| C=C(C)C(=O)N1CC2(CC(c3cccc(NC(=O)/C(C)=C\C)c3)=NO2)C[C@H]1C(N)=O (some centres undefined) | / | i | 1 | -6 | i | i | i | i | i | i | i |
| COc1cccc(C2=NOC(C(=O)NCC3CCCO3)C2)c1 (centres undefined) | -5 | i | -12 | -7 | i | i | i | i | i | i | i |
| Cc1sc(NC(=O)CCCCC(=O)Nc2sc(C)c(C)c2C(=O)O)c(C(=O)O)c1C | 3 | i | -29 | -8 | i | i | i | i | i | i | i |
| COc1ccc(C2CC(c3ccc4ccccc4c3OC(C)=O)=NN2C(C)=O)cc1 (centres undefined) | -8 | i | 9 | -1 | i | i | i | i | i | i | i |
| O=c1[nH]c(SCc2ccc(Cl)cc2)nc2c1CCC2 | 1 | i | -1 | 1 | i | i | i | i | i | i | i |
| O=C1CSCC(=O)N1Cc1ccc(Cl)cc1Cl | -2 | i | -5 | -4 | i | i | i | i | i | i | i |
| CCSc1nnc(Cc2cc(=O)[nH]c(=O)[nH]2)n1-c1ccc(Cl)cc1 | -4 | i | 3 | -9 | i | i | i | i | i | i | i |
| CN(C(=O)c1ccc2nc(N)sc2c1)c1ccccc1 | 5 | i | 1 | -2 | i | i | i | i | i | i | i |
| CCCS(=O)(=O)c1nc(S(=O)(=O)c2ccc(C)cc2)c(N2CCN(CC)CC2)s1 | / | i | 1 | -6 | i | i | i | i | i | i | i |
| Cc1ccc(CC(CC(=O)NCCc2ccc3c(c2)OCO3)C(=O)O)cc1 (centres undefined) | 1 | i | -1 | -1 | i | i | i | i | i | i | i |
| O=C(NC1CCCCC1)c1ccc(NS(=O)(=O)c2cccc3cccnc23)cc1 | 0 | i | 5 | -11 | i | i | i | i | i | i | i |
| CCOCCCn1c(NN)nc2ccccc2c1=O | 13 | i | -1 | -12 | i | i | i | i | i | i | i |
| Brc1ccc(-c2noc3c2-c2nc(-c4ccccc4)sc2CC3)cc1 | 1 | i | -1 | -6 | i | i | i | i | i | i | i |
| Cc1ccc(C(=O)OC(C)CN2C(C)CCCC2C)cc1 (centres undefined) | 0 | i | -5 | -5 | i | i | i | i | i | i | i |
| Cc1sc2ncnc(NCCCn3ccnc3)c2c1C | 20 | i | 1 | -8 | i | i | i | i | i | i | i |
| O=C(COc1ccc2ccccc2c1)Nc1cccnc1Cl | -3 | i | 4 | -3 | i | i | i | i | i | i | i |
| COc1ccc(NCc2nnc(SCC(=O)Nc3ccccc3OC)o2)cc1 | 0 | i | 17 | -14 | i | i | i | i | i | i | i |
| CCOC(=O)c1cnc(-n2nc(C)cc2C)nc1NNc1nc(C)cc(C)n1 | 1 | i | -9 | -9 | i | i | i | i | i | i | i |
| CCCCN(C)CCNC(=O)CCNC(=O)Cn1ccc2ccccc2c1=O | 0 | i | 7 | -13 | i | i | i | i | i | i | i |
| CCOC(=S)SCC(=O)Nc1ncc(C)s1 | 3 | i | -6 | -9 | i | i | i | i | i | i | i |
| Cc1ccc(S(=O)(=O)NCCCCCC(=O)Nc2c(C)n(C)n(-c3ccccc3)c2=O)cc1 | 3 | i | -6 | -6 | i | i | i | i | i | i | i |
| O=C(CSc1nnc2ccc(-c3ccccn3)nn12)Nc1ccc(F)cc1F | -11 | i | 8 | -7 | i | i | i | i | i | i | i |
| O=C(NCCc1ccc(Cl)cc1)C1CCN(c2ncccn2)CC1 | 1 | i | -5 | -10 | i | i | i | i | i | i | i |
| Cc1cc2oc(=O)cc(CSc3nc(N)cc(N)n3)c2cc1C(C)C | 0 | i | 2 | 0 | i | i | i | i | i | i | i |
| COc1cc(C2(c3ccc(O)c(OC)c3)C(=O)N(C)c3ccc(C)cc32)ccc1O | 3 | i | 16 | -11 | i | i | i | i | i | i | i |
| CC(C)n1ncc2c(C(=O)O)cc(C3CC3)nc21 | / | i | -1 | -6 | i | i | i | i | i | i | i |
| Cc1ccc(S(=O)(=O)Nc2ccncc2)c(C)c1 | 6 | i | 3 | -7 | i | i | i | i | i | i | i |

Next part.
| mol | Dyrk1A ADPGlo | KCNQ1 pot | Platelet DG rel | hERG protect | TRPC4 act | PolyA inh | KCNK9 block | KCNK3 inh | TRPC4 PAM | KCNQ1 inh | TRPC4 block |
| --- | --- | --- | --- | --- | --- | --- | --- | --- | --- | --- | --- |
| OCc1ccc(-c2ccccc2)c(-c2ccccc2)c1 | / | i | 19 | -10 | i | i | i | i | i | i | i |
| Cn1c(SCC(=O)NCC2CCCO2)nc2c([nH]c3ccccc32)c1=O (centres undefined) | 0 | i | 1 | -9 | i | i | i | i | i | i | i |
| Cc1ccccc1OCC(=O)N/N=C/c1cccc2cccnc12 | / | i | 5 | -14 | i | i | i | i | i | i | i |
| COc1ccc(C(=O)NCC2(c3ccccc3)CCOCC2)cc1 | 5 | i | -5 | 2 | i | i | i | i | i | i | i |
| COc1ccc(N2CCN(CCNC(=O)Nc3cccc(C)c3C)CC2)cc1 | -2 | i | 7 | -6 | i | i | i | i | i | i | i |
| COc1ccccc1CNC(=O)c1cc(S(=O)(=O)N2CCCC2)cn1C | -2 | i | 19 | -7 | i | i | i | i | i | i | i |
| CCCOc1ccc(C2C(C(=O)c3ccc(C)o3)=C(O)C(=O)N2Cc2ccco2)cc1OCC (centres undefined) | -5 | i | 6 | -13 | i | i | i | i | i | i | i |
| O=c1c(Cl)nc2cc(Cl)ccc2n1CCNc1ncc(C(F)(F)F)cc1Cl | 1 | i | 3 | -8 | i | i | i | i | i | i | i |
| Cc1nnc(NC(=O)c2ccccc2Oc2ccccc2)s1 | -3 | i | 0 | -3 | i | i | i | i | i | i | / |
| Cc1cccc(C)c1NC(=S)Nc1ccccc1C(=O)NCc1ccco1 | -1 | i | -17 | -5 | i | i | i | i | i | i | i |
| CCCn1c(C)nc2cc(Cl)c(N3CCN(c4nc(-c5ccc(C)cc5)cs4)CC3)cc21 | 1 | i | -3 | -11 | i | i | i | i | i | i | i |
| O=C(/C=C/c1ccc(Cl)cc1Cl)NCCN1CCOCC1 | 9 | i | 1 | -4 | i | i | i | i | i | i | i |
| O=C(NCc1cccnc1)c1ccc(Cn2cc(C(F)(F)F)ccc2=O)cc1 | -1 | i | 2 | -7 | i | i | i | i | i | i | i |
| Cc1ccc2oc(=O)c3cc(C(=O)NCCCN4CCCC(C)C4)sc3c2c1 (centres undefined) | 31 | i | 8 | -16 | i | i | i | i | i | i | i |
